EBV gp42 inh: blocks Epstein-Barr virus glycoprotein 42 binding. inhibition, % (tested at 21.74 µM). AID 1085. 220,000 compounds, 0.42% hits. Q1HVG2. Fluorescence polarization binding assay, mP read-out; in the data active = inhibition above about 50%
Target sequence (Q1HVG2 whole entry, looked up): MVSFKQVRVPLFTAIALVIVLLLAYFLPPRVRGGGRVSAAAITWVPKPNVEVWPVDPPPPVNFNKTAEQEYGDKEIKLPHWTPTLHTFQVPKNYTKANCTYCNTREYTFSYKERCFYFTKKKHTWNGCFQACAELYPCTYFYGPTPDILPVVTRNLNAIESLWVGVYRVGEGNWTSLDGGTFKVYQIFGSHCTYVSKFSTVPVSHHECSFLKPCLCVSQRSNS
TNF death inh: TNF-alpha cell death inhibition in Jurkat FADD-/- cells; 220,000 compounds, 0.068% hits; AID 463075; activation (protection from cell death), % at 10 µM; Jurkat FADD-/- TNF necroptosis rescue, ATP luminescence, 24 h; 0 = TNF only, 100 = no-TNF cells;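 active = activation, meaning protection from cell death, of at least 50% relative to plate controls; inactive = activation below 50%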;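 also: necroptosis triggered by 40 ng/mL TNF-alpha added together with compound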
Mdm2 ligase inh: inhibitors of human Mdm2 E3 ubiquitin ligase | Q00987 | signal enhancement, % at 5 µM | AID 1230 | 210,000 compounds, 0.11% hits | cell-based MDM2 ubiquitination luciferase reporter, 2 h; 0 = plate control, 100 = twice control, blank-subtracted;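 active = signal enhancement of 30% or more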;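 also: luminescence tracks abundance of the self-degrading MDM2-luciferase fusion protein; higher signal means inhibition of MDM2 E3 ligase activity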
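Timing – 2 h compound exposure at 37 °C · Assay system – mammalian cells stably expressing self-ubiquitinating, self-degrading MDM2 E3–luciferase fusion · Amount – 2000 cells seeded into each well · Measure – % luminescence enhancement versus blank-corrected plate control mean · Measured by – SteadyLite luminescence, 15 min reagent step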
TRPML3 ag: human mucolipin-3 channel agonism | AID 1448 | Q8TDD5 | activation, % at 3 µM | 220,000 compounds, 0.29% hits | HEK293 TRPML3-YFP, Fluo-8 calcium fluorescence; 100% = the carbachol control signal;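 active = activation above its plate's cutoff, the mean activation of the plate's test wells plus 3 SD, cut at about 12% in these data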;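 also: 0% = DMSO only wells and 100% = carbachol wells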
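Material: HEK293 cells stably carrying human TRPML3-YFP; compound dosing: single dose, 3 µM final nominal compound, 0.3% DMSO final; incubation: 1-h 37 °C dye load, 5-s basal, 120-s post-compound reads; technique: Fluo-8 intracellular calcium fluorescence, excitation 470-495 nm, emission 515-575 nm; read-out basis: percent activation from peak-to-basal fluorescence ratio, scaled between DMSO and carbachol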
PPC-1+TRAIL kill: PPC-1 cancer cell killing with TRAIL present | PPC-1 cells + TRAIL, ATPLite viability luminescence | cell killing (% activity), % at 4 µM | 220,000 compounds, 0.41% hits | AID 1443;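 active = cell killing above 50% in the first pass at 4 µM, then a duplicate retest at 5 µM averaging 50% or more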;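 also: plate controls were cells with TRAIL plus DMSO for no effect and medium-only wells lacking cells for full effect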
NCF1 inh: inhibitors of human p47phox binding; P14598; p47phox/p22phox peptide binding, fluorescence polarization, 2 h; inhibition, % at 24.7 µM; 220,000 compounds, 0.53% hits;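 active = inhibition above about 30%, limit read from the data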;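 also: 0% = p47phox with labelled peptide and 100% = labelled peptide alone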
TRPN1 ag: agonists of zebrafish TRPN1 channel; 220,000 compounds, 0.18% hits; activation, % at 3 µM; HEK293 zebrafish TRPN1-YFP, Fluo-8 calcium fluorescence; 100% = response to 87 µM carbachol;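 active = activation above its plate's cutoff, the mean activation of test wells on that plate plus 3 SD, cut at about 19% in these data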;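 also: 0% = DMSO alone and 100% = 87 µM carbachol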
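Assay system: Zebrafish TRPN1-YFP in HEK293 cells | Incubation: Dye loading 1 h at 37 °C, then 30 min room temperature | Measured by: Kinetic Fluo-8 fluorescence, ex 470-495, em 515-575 nm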
Runt-SMMHC FRET: Runt domain-CBFb-SMMHC interaction inhibition; Cerulean-Runt/Venus-CBFb-SMMHC FRET ratio 530/480, 1 h; inhibition, % at 20 µM; 220,000 compounds, 0.74% hits;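 active = mean inhibition across duplicate retests at 20 µM reaching about 50%, limit read from the data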;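 also: 0% = DMSO wells and 100% = wells with excess untagged CBFb-SMMHC; inhibitors lower the FRET ratio by blocking Runt binding to CBFb-SMMHC; some results filed as inactive read as strong as hits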
Target sequence (Q01196 whole entry, looked up, the tested form may be a part): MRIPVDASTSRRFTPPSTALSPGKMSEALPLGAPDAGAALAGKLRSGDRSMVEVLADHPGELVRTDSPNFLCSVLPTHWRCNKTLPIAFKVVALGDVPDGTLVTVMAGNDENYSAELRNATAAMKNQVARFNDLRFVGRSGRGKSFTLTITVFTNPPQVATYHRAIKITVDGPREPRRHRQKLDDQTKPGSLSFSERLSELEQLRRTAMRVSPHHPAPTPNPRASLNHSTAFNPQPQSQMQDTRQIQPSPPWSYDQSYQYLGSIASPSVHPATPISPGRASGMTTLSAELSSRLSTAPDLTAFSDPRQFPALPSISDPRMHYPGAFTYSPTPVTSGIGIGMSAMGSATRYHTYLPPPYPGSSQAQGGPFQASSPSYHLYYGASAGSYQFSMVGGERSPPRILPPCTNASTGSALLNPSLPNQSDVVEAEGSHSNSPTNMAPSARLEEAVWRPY
Target sequence (Q13951 whole entry, looked up, the tested form may be a part): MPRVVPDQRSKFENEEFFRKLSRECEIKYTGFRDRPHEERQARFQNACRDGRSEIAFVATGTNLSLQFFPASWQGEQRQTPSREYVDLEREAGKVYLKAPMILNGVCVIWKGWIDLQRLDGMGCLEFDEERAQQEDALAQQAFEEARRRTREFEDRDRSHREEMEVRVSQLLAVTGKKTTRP
CHOP inh: CHOP inhibition in unfolded protein response | CHO-K1 CHOP-promoter luciferase, tunicamycin-induced, 15-18 h | inhibition, % at 10 µM | 220,000 compounds, 3.8% hits;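 active = compounds that reduced the stress-induced luciferase reporter signal by more than about 70% of percent inhibition, limit read from the data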;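 also: 0% = tunicamycin plus vehicle and 100% = wells without tunicamycin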
* hit, by the source's call; · = not tested or not shown.

SMILES | EBV gp42 inh | TNF death inh | Mdm2 ligase inh | TRPML3 ag | PPC-1+TRAIL kill | NCF1 inh | TRPN1 ag | Runt-SMMHC FRET | CHOP inh
Cc1ccc(NC(=O)CN(C)C(=O)c2ccc(Cl)c([N+](=O)[O-])c2)cc1 | -9.0 | -1.6 | -8.8 | 0.0 | 25.8 | -17.4 | -1.0 | -3.1 | -12.8
CC(/C=N/NC(=O)Cn1cnc2c1c(=O)n(C)c(=O)n2C)=C\c1ccccc1 | 3.7 | 0.5 | 1.2 | -0.5 | 18.8 | 10.9 | 0.2 | 3.5 | 5.5
COCCn1c(SCc2nc3scc(-c4ccc(Cl)cc4)c3c(=O)[nH]2)nnc1-c1cccc(C)c1 | -53.7 | 0.3 | -8.2 | -0.5 | 7.7 | -54.1 | -2.2 | -2.2 | 54.6
CC(C)(C)NC(=O)C(=O)NNC(=O)c1cccc(F)c1 | -3.7 | 0.3 | · | 0.3 | 12.7 | 5.4 | 0.3 | -3.6 | -21.1
CCOC(=O)c1ccc2c(c1)N(CC(=O)N1CCCCC1)C(=O)C(C)(C)O2 | -2.5 | 0.5 | -4.4 | -1.0 | 16.7 | -11.4 | -1.7 | -0.3 | -7.9
Nn1c(Cc2ccccc2F)nnc1SCC(=O)Nc1cccc(S(=O)(=O)NC2=NCCCCC2)c1 | -14.8 | 1.3 | -8.2 | 0.6 | 11.8 | -5.7 | -0.5 | 1.6 | 16.5
O=C(CSc1ccc2c(c1)OCCO2)NC(=O)NC1CCCC1 | -11.9 | 0.7 | 26.8 | -0.6 | 13.4 | -11.4 | 1.4 | -7.6 | -4.0
Nc1nc(CN2CCN(c3ccccc3F)CC2)nc(Nc2ccc3c(c2)OCCO3)n1 | 1.3 | 0.6 | -11.3 | 0.9 | 8.3 | -3.6 | -1.1 | 4.2 | 15.9
Cc1ccc(CNC(=O)CCC2CCCN(C(=O)c3ccc4c(c3)OCO4)C2)o1 (configuration not stated) | -5.1 | -0.3 | -5.0 | 0.5 | -6.2 | -53.6 | -0.3 | 1.0 | 15.8
Cc1ccccc1-n1nnnc1SCC(=O)c1c(N)n(C)c(=O)n(C)c1=O | -23.4 | -1.4 | -5.8 | 0.8 | 3.1 | -9.1 | 1.2 | -3.4 | 16.6
O=C(NCc1ccco1)C1CCN(C(=O)c2cc3sccc3n2Cc2ccc(Cl)cc2)CC1 | -6.2 | -10.8 | -2.6 | 2.3 | -7.6 | -17.8 | 5.9 | -0.3 | 56.5
COc1cccc2c1OC[C@@H](CO)[C@H]2N(C)C(=O)Nc1ccc(Cl)cc1Cl | -15.2 | -9.2 | -11.8 | 2.1 | -17.3 | -10.1 | 7.3 | 1.8 | 33.0
CCC(C)N(C(=O)c1csnn1)C(C(=O)NCc1ccc(F)cc1)c1ccco1 (configuration not stated) | -5.1 | -0.4 | -4.8 | 0.2 | 11.0 | -16.4 | -0.2 | 1.5 | 32.4
O=C(O)COc1ccccc1/C=N/NC(=O)c1cccc(S(=O)(=O)N2CCOCC2)c1 | -5.3 | 0.5 | -3.6 | 0.7 | 27.2 | -1.6 | 0.9 | -1.6 | 11.7
Cc1cccc(C(=O)N[C@H](C(=O)Nc2cc(S(=O)(=O)N3CCCCC3)ccc2C)C(C)C)c1 | -15.5 | 2.4 | -13.4 | -0.3 | 4.9 | -3.6 | -1.7 | 4.7 | 16.7
CN(CC(=O)O/N=C(\N)c1ccc([N+](=O)[O-])cc1)S(=O)(=O)c1ccc2ccccc2c1 | -21.3 | 0.3 | -9.3 | 0.8 | -27.8 | -92.9 | 1.2 | 4.6 | 31.7
Cc1cc(C(=O)N2CCCC(C(=O)c3ccc4ccccc4c3)C2)n(C)n1 (configuration not stated) | 3.5 | -0.3 | 2.5 | 0.7 | 22.5 | 3.3 | 0.3 | -2.9 | -3.1
CC1(N(O)C=C2C=CC(=O)C=C2)CCCCC1=O (configuration not stated) | -3.5 | 2.0 | -10.2 | 0.6 | -9.3 | 14.5 | -0.6 | -3.6 | 0.7
CN(C(=O)CCc1nnc(CCCCc2ccccc2)o1)C1CCOCC1 | -8.6 | 0.2 | -0.7 | 0.6 | 3.6 | -3.1 | 0.7 | 1.7 | 8.2
COc1cc(CN(C2CCCCC2)S(=O)(=O)c2ccc(S(=O)(=O)N(C)C3CCCCC3)cc2)cc(OC)c1OC | 5.1 | 5.1 | 1.4 | 1.1 | -4.0 | -2.4 | -0.3 | 0.7 | 44.5
Fc1cccc(CSc2nnc3ccc(-c4ccncc4)nn23)c1 | 9.8 | -3.2 | -15.1 | 0.5 | 19.9 | -0.6 | -0.2 | -0.4 | 12.5
c1ccc2c(c1)CC1(CCCC1)N=C2N1CCOCC1 | -17.7 | 3.8 | -5.4 | 0.7 | -6.3 | -9.7 | 0.7 | -3.4 | 3.5
COc1ccccc1/C=C/CN1CC(C)OC(C)C1 (configuration not stated) | -12.8 | -1.0 | 2.5 | -0.6 | 9.8 | -7.5 | 0.4 | -3.4 | -1.4
Cc1cc(=S)cc(C)n1CCO | -21.6 | 1.0 | -5.9 | 0.8 | 25.0 | -3.3 | -0.6 | -2.0 | -19.0
CC(CNS(=O)(=O)c1ccccc1)(c1ccccc1)N1CCOCC1 (configuration not stated) | -13.3 | 1.0 | -7.2 | -0.2 | 0.3 | -2.0 | -0.3 | 2.7 | -11.0
COc1ccc(N/N=C2/CCCCC2=O)cc1 | -22.7 | 0.3 | -9.5 | 0.4 | 10.8 | 0.1 | 0.5 | -1.0 | -34.8
O=C(CC1SCCNC1=O)Nc1ccc(Cl)c(Cl)c1 (configuration not stated) | -3.1 | 1.7 | -5.1 | -0.3 | 14.2 | -14.1 | 0.9 | -2.2 | 18.8
Cc1c(Br)c(C(=O)N2CCc3ccccc32)nn1C | -1.4 | 0.0 | 0.3 | 0.3 | 25.8 | -16.6 | -1.4 | 0.9 | -31.3
O=C(Nc1ccc2c(c1)nc1n2CCOC1)c1ccccc1 | -12.5 | 0.0 | -12.2 | 0.5 | 12.3 | -3.5 | 1.6 | 2.4 | -15.0
O=C(CNC(=O)c1ccccc1F)N/N=C/c1cn[nH]c1-c1ccccc1 | -16.0 | 4.0 | 6.6 | 0.9 | -9.7 | -15.8 | 1.1 | 1.3 | 3.5
CCCCCn1c2c(c(=N)c3ccccc31)CCC2 | -58.8 | -6.7 | -36.4 | 0.8 | -0.6 | 5.1 | -0.2 | 3.7 | -0.5
CCOC(=O)c1c(C(F)(F)F)cc(-c2ccc(F)cc2)nc1C | -10.7 | 1.3 | -12.6 | 0.6 | 12.9 | -8.8 | 0.1 | -1.2 | 40.3
CCc1nc2nc(C)cc(Nc3cccc(C(F)(F)F)c3)n2n1 | -12.0 | -3.0 | -12.2 | -0.6 | 14.8 | 0.4 | 0.6 | 2.2 | 32.8
CC(C)COc1ccc(C/C(N)=N/n2cnnc2)cc1 | -17.3 | -4.6 | -13.8 | 0.9 | 22.7 | -7.7 | 1.1 | 3.2 | 28.8
O=C1c2ccccc2C(=O)C1C1=Nc2ccccc2NC(c2ccccc2)C1 (configuration not stated) | -3.4 | 1.2 | -8.4 | 0.5 | · | 2.2 | -0.6 | · | -15.6
COC(=O)Nc1ccc(S(=O)(=O)N(C)C)cc1 | -6.4 | 0.6 | -5.3 | 0.5 | 1.3 | -0.4 | -1.6 | 2.2 | -20.9
Cn1c(=O)c2cnc(-c3ccc(C(F)(F)F)cc3)nc2n(C)c1=O | -6.4 | 2.5 | -12.6 | 0.5 | -19.5 | -6.8 | 1.0 | -2.7 | 18.9
O=C(c1cc2ccccc2o1)N1CCN=C1SCc1cccnc1 | -26.8 | 0.2 | -5.4 | -0.2 | -4.2 | -9.5 | 0.9 | -0.8 | -6.0
CCCNC(=O)Cn1cnc2sc(C(=O)N3CCN(Cc4ccc5c(c4)OCO5)CC3)c(C)c2c1=O | -7.4 | 0.4 | -5.7 | 1.9 | 14.7 | -1.5 | 1.5 | 3.5 | 20.9
CC(C)C[C@H](NC(=O)c1nc[nH]c1C(=O)N1CCc2ccccc2C1)C(=O)OCc1ccccc1 | -6.5 | 3.4 | 17.2 | · | 6.8 | -8.0 | · | 2.2 | 91.9*
CCCCOCCCNC(=O)N[C@H](C(=O)OC)C(C)C | -13.1 | -0.1 | -6.2 | -0.1 | 1.5 | -12.8 | 0.9 | 2.1 | 13.6
CSc1ccccc1NC(=O)COc1ccccc1C | -16.9 | -0.1 | -10.2 | -0.1 | -19.9 | -3.8 | -1.6 | 1.7 | 22.2
N#Cc1c(N)nc(SCc2ccccn2)c(C#N)c1-c1cccs1 | 2.1 | -1.2 | -16.7 | 0.0 | 21.0 | -22.8 | 1.4 | 1.9 | 18.7
CCCOc1ccc(C2/C(=C(/O)c3ccc(F)cc3)C(=O)C(=O)N2CCCN(C)C)cc1 (configuration not stated) | -16.5 | -0.4 | -21.4 | 0.3 | -2.1 | -10.9 | 1.9 | 5.4 | 29.6
CCN(Cc1ccccc1)C(=O)C1CCN(C/C(C)=C/c2ccccc2)CC1 | -9.4 | 1.2 | -10.2 | 1.2 | 15.8 | -8.3 | 1.7 | -3.2 | -6.1
CC(C)=CCc1c(O)c(CC=C(C)C)c2occ(-c3ccc(O)cc3)c(=O)c2c1O | -7.1 | -2.1 | -21.5 | · | 7.3 | 4.9 | · | -4.2 | 104.1*
CN(C)S(=O)(=O)c1ccc(Cl)c(NC(=O)COc2ccccc2[N+](=O)[O-])c1 | 1.3 | 0.3 | -14.2 | 0.7 | 8.6 | -2.6 | 0.8 | 1.9 | -9.1
CC(C)CNC(=O)c1ccc(Cl)c(N)c1 | -6.0 | 1.2 | -8.2 | -0.2 | 27.2 | -10.7 | 1.7 | -4.9 | 10.8
COc1ccc(N2CCN(S(=O)(=O)c3cnc[nH]3)CC2)cc1 | -9.6 | 2.3 | -15.3 | -0.6 | 22.1 | 13.1 | -1.1 | -6.2 | 4.5

In the list so far, these contain a nitro group on carbon.
SMILES | EBV gp42 inh | TNF death inh | Mdm2 ligase inh | TRPML3 ag | PPC-1+TRAIL kill | NCF1 inh | TRPN1 ag | Runt-SMMHC FRET | CHOP inh
Cc1ccc(NC(=O)CN(C)C(=O)c2ccc(Cl)c([N+](=O)[O-])c2)cc1 | -9.0 | -1.6 | -8.8 | 0.0 | 25.8 | -17.4 | -1.0 | -3.1 | -12.8
CN(CC(=O)O/N=C(\N)c1ccc([N+](=O)[O-])cc1)S(=O)(=O)c1ccc2ccccc2c1 | -21.3 | 0.3 | -9.3 | 0.8 | -27.8 | -92.9 | 1.2 | 4.6 | 31.7
CN(C)S(=O)(=O)c1ccc(Cl)c(NC(=O)COc2ccccc2[N+](=O)[O-])c1 | 1.3 | 0.3 | -14.2 | 0.7 | 8.6 | -2.6 | 0.8 | 1.9 | -9.1
